CHRM1 PAM: positive allosteric modulators of human M1 muscarinic receptor; P11229; CHO-K1 hM1, Fluo-8 calcium fluorescence, ACh EC20; 0% = ACh EC20, 100% = maximal ACh; activation, % at 3 µM; hit rate 0.088% among 360,000; AID 588819; in the data active = activation above about 19%, passing the limit was not always enough
Target sequence (P11229 whole entry, looked up): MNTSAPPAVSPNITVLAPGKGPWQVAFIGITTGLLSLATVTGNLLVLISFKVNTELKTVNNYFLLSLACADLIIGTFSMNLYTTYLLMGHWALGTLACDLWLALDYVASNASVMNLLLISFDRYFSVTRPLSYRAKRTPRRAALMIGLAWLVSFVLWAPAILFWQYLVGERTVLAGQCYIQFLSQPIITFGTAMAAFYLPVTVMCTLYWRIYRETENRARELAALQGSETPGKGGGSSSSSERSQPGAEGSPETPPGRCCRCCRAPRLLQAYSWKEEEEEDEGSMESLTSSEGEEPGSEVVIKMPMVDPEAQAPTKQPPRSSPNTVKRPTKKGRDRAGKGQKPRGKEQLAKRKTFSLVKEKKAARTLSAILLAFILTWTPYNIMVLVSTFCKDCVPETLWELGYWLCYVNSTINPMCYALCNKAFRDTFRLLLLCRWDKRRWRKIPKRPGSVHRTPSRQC
M4 PAM: potentiates acetylcholine response at human M4 receptor; P08173; CHO-K1 hM4/Gqi5, Fluo-8 calcium fluorescence, ACh EC20; 0% = ACh EC20, 100% = maximal ACh; activation, % at 3 µM; hit rate 0.4% among 360,000; AID 624126;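 active = activation above its plate's cutoff, the mean activation of sample wells plus 3 SD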; note: some results filed as inactive read as strong as hits
M1 antag: antagonists of human M1 muscarinic receptor; CHO-K1 hM1, Fluo-8 calcium fluorescence, ACh EC80 antagonist; inhibition, % at 3 µM; hit rate 1.3% among 360,000; P11229; AID 588852;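 active = percent inhibition above its own plate's cutoff, namely the mean of that plate's compound wells plus 3 SD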;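 note: peak over basal fluorescence ratio during 140 s after agonist addition; 0% = ACh EC80 plus DMSO and 100% = DMSO alone without agonist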
CHRM5 antagonist: blocks acetylcholine activation of human M5 receptor. P08912. CHO-hM5 cells, Fluo-8 calcium fluorescence, ACh EC80. inhibition, % at 3 µM. hit rate 0.59% among 360,000;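 active = inhibition above a per-plate cutoff, the mean of that plate's test compounds plus 3 SD, cut at about 27% in these data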;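 note: 0% = acetylcholine EC80 with DMSO and 100% = DMSO without agonist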
Target sequence (P08912 whole entry, looked up): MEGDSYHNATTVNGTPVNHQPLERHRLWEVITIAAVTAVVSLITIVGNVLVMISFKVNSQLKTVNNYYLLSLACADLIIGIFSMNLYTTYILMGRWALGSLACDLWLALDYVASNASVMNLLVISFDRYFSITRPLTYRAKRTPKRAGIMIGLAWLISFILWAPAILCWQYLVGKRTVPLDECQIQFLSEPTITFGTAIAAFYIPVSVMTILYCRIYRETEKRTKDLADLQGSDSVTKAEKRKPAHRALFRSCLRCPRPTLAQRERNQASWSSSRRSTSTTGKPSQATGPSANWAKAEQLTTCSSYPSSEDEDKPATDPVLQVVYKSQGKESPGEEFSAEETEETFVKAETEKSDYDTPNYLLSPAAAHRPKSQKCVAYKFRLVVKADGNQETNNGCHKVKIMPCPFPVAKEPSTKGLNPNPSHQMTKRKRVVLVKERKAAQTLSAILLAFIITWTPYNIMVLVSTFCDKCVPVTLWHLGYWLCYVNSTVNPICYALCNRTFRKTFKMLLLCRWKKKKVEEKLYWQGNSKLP
M4 ag: CHRM4 agonism in calcium assay; P08173; CHO-K1 hM4/Gqi5, Fluo-8 calcium fluorescence; vehicle 0%, full acetylcholine response 100%; activation, % at 3 µM; hit rate 0.14% among 360,000; AID 624127;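 active = activation above the run mean over all test wells plus 3 SD, cut at about 32% in these data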;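 note: peak over basal fluorescence ratio per well then scaled between controls; 0% = DMSO wells and 100% = acetylcholine at EC100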
CRFBP-R2 agonist: CRF-BP/CRF-R2 complex agonism; HEK293 CRF-R2/CRF-BP, calcium dye fluorescence (FLIPR); percent of saturating CRF peptide response; activation, % at 13.2 µM; hit rate 0.46% among 350,000;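 active = activation of at least 50%, plus an integration ratio under a set limit after plate pattern correction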;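 note: plate controls were neutral control wells without compound for no effect and CRF at EC100 for full effect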
M5 ag: CHRM5 agonism in calcium assay. CHO-K1 hM5 cells, Fluo-8 calcium fluorescence; 0% DMSO wells, 100% maximal acetylcholine response. AID 624037. hit rate 0.19% among 360,000. P08912. activation, % at 3 µM;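 active = activation above the run's mean over test compounds plus 3 SD, cut at about 23% in these data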;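 note: signal is peak over basal fluorescence ratio across the kinetic read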
CHRM5 PAM: CHRM5 positive allosteric modulation | CHO-K1 hM5, Fluo-8 calcium, ACh EC20 PAM; 0% = ACh EC20, 100% = ACh EC100 | activation, % at 3 µM | hit rate 0.3% among 360,000;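 active = activation above the run cutoff, the mean activation of all test compounds plus 3 SD, cut at about 18% in these data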
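System – CHO-K1 hM5 cells · Compound – 3 µM, single dose · Incubation – compound preincubation 140 s before EC20 acetylcholine addition · Technique – Fluo-8 calcium fluorescence · Measure – Max/basal fluorescence ratio as % of EC20–EC100 ACh window · Benchmarks – low control EC20 acetylcholine (0%), high control EC100 acetylcholine (100%) · Replication – singlicate, one well per test compound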
M4 antag: blocks acetylcholine activation of human M4 receptor; P08173; CHO-hM4 cells, ACh EC80, Fluo-8 calcium fluorescence; inhibition, % at 3 µM; hit rate 0.73% among 360,000;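 active = inhibition above its plate's cutoff, the mean inhibition of sample wells plus 3 SD, cut at about 27% in these data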;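 note: 0% = acetylcholine EC80 with DMSO and 100% = DMSO without agonist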
An asterisk follows results filed as active; · = no result given.

SMILES	CHRM1 PAM	M4 PAM	M1 antag	CHRM5 antagonist	M4 ag	CRFBP-R2 agonist	M5 ag	CHRM5 PAM	M4 antag
O=C(O)CC(NC(=O)OCc1ccccc1)c1ccc(Br)cc1 (stereo unspecified)	1.2	1.7	-9.3	-2.6	1.2	-2.2	0.7	0.5	-2.8
NS(=O)(=O)c1ccc(NC(=S)NCc2ccc3c(c2)OCO3)cc1	4.2	8.5	-9.0	-18.8	0.9	-0.5	2.1	7.1	-0.3
CC(C)(C)n1cnc2cc(NC(=O)c3ccco3)ccc21	-1.4	1.6	0.6	16.8	4.0	-1.1	1.7	0.0	-4.8
COc1ccc(C2C(C#N)=C(N)OC3=C2C(=O)CCC3)cc1OC (stereo unspecified)	1.1	2.1	-1.0	19.3	14.0	7.8	-2.1	-10.5	-9.1
COc1ccc(N(C(=O)c2ccco2)C(C(=O)NC2CCCC2)c2ccncc2)cc1OC (stereo unspecified)	11.2	5.3	-10.6	2.3	0.6	-0.8	-2.9	-0.3	1.7
OCC[C@@H]1C[C@H](O)[C@@H](O)[C@]2(CCCc3ccccc3O2)O1	0.4	4.6	2.5	8.4	1.3	-0.6	2.5	4.4	-2.1
COc1cccc(NC(=O)Nc2nnc(N3CCCCC3C)s2)c1 (stereo unspecified)	10.0	2.3	-9.1	1.1	5.1	0.1	3.6	-9.6	-15.5
COc1ccc(C(=O)NCC(=O)OCC(=O)c2cc(OC)c(OC)c(OC)c2)cc1OC	6.1	10.1	-8.7	0.4	3.5	-1.2	0.9	2.8	12.8
Cc1c(/C(O)=C2\C(=O)C(=O)N(CCCN(C)C)C2c2ccco2)cnn1-c1ccccc1 (stereo unspecified)	8.8	0.2	-2.9	-0.8	-0.1	2.4	6.0	12.6	-6.8
O=C(O)CCC(=O)Nc1ccc(-c2csc(Nc3cccc4ccccc34)n2)cc1	10.3	15.9	-7.8	-6.1	0.1	-1.0	4.0	11.1	-0.2
C=CCn1c(COc2ccccc2)nnc1SC(C)C(=O)N/N=C/c1cc(Cl)ccc1O (stereo unspecified)	-2.1	-4.9	4.2	3.4	11.9	-0.2	-2.2	-3.8	3.3
COc1ccccc1OCc1nc(C#N)c(N2CC(C)CC(C)C2)o1 (stereo unspecified)	-4.6	-7.7	1.3	0.5	0.8	0.5	-3.0	-6.8	-0.2
CCOc1cc(C2C(C(=O)N3CCCCC3)=C(C)NC3=C2C(=O)CCC3)cc(Br)c1O (stereo unspecified)	5.6	2.2	-3.3	2.2	-0.8	0.2	3.4	0.7	-0.4
COc1cc(C(=O)NCc2nnc(SCC(=O)NCCc3ccccc3)o2)cc(OC)c1OC	6.5	4.2	8.1	7.2	2.4	-1.9	-5.5	0.6	-19.4
Cc1ccc([N+](=O)[O-])cc1NC(=O)C(C)N1CCCCC1 (stereo unspecified)	10.0	1.9	-7.2	8.8	0.1	0.0	-1.2	-1.1	4.5
O=C1NCCCC1C(=O)N1CCN(C(=O)c2ccco2)CC1 (stereo unspecified)	5.7	3.9	-4.0	-4.5	0.5	0.9	2.7	4.5	-8.7
O=c1c2ccccc2nnn1Cc1ccc(Br)cc1	0.8	-8.5	0.5	11.6	0.8	-0.7	-12.1	-2.1	7.0
CCCCN(C(=O)CSc1cc(C)c2ccccc2n1)c1c(N)n(Cc2ccccc2)c(=O)[nH]c1=O	14.5	6.7	-15.6	-7.4	-0.2	0.1	-4.5	-0.3	-11.7
COC(=O)[C@@]1(Cc2ccc(OC)cc2)[C@H]2c3cc(C(=O)N4CCCC4)n(Cc4ccc(C)c(F)c4F)c3C[C@H]2CN1C(=O)c1ccccc1	·	-3.9	·	15.3	0.4	·	0.0	1.7	3.7
COc1ccccc1OCCNC(=O)CCNS(=O)(=O)c1ccc(C)cc1	7.8	2.4	-13.1	5.1	1.6	0.1	2.2	4.1	-1.6
CCOC(=O)C(C(=O)OCC)N(C#N)c1nc(OC)nc(N(C)C)n1	-2.6	-0.8	1.9	-1.3	0.1	-4.8	0.7	1.5	5.3
O=C(Cn1cnc([N+](=O)[O-])n1)N/N=C/c1ccc(O)cc1O	11.8	0.2	-6.0	-0.5	0.4	0.1	-3.4	-3.6	-3.3
COc1cccc(-c2nnn(CC(=O)N3CCC(C)CC3)n2)c1	3.4	-5.7	-7.2	3.5	1.4	-2.4	0.9	2.5	8.4
O=C(NC1CCCCC1)c1ccccc1NC(=S)NC(=O)C1CC1	6.8	-0.7	-0.9	3.6	0.5	-1.6	-1.1	-1.8	3.6
Cc1cccc(C(=O)Nc2cccc(C(=O)N/N=C/c3cccc(C)n3)c2)c1	-9.8	-11.3	6.9	9.0	7.3	1.1	-1.0	-11.0	7.2
CC(=O)Oc1ccccc1C1C[C@]2(C)CC(=O)NC2N1C(C)=O (stereo partly specified)	10.6	-4.3	-6.4	-4.7	0.0	3.5	-0.9	5.6	1.4
CCOc1ccc(S(=O)(=O)Nc2nc3ccccc3nc2N2CCN(C)CC2)cc1	12.2	-3.6	-9.6	2.3	2.2	1.6	-3.1	-4.5	2.4
Cc1cc(C(=O)COC(=O)c2ccc3c(c2)NC(=O)CS3)c(C)n1CC1CCCO1 (stereo unspecified)	-10.2	-10.4	5.3	7.5	16.4	0.1	4.9	-13.7	-3.3
O=C(CSc1nnc(SCc2ccc(Cl)cc2)s1)N/N=C/c1ccccc1C(=O)O	12.8	8.3	-16.9	2.6	0.4	-3.8	1.6	3.2	19.5
Cc1[nH]c2ccccc2c1C(=O)CSC(=S)N1CCN(C)CC1	9.9	-5.2	-6.4	2.3	6.7	0.0	1.2	0.5	2.2
CCOc1ccc(NC(=O)COC(=O)C2CC2C)cc1 (stereo unspecified)	2.9	5.4	-11.1	14.4	1.3	-1.4	-1.3	2.1	-7.9
CCOC(=O)c1c(CN2CCC(C)CC2)n(C)c2cc(Br)c(OC)cc12	2.8	4.3	-2.5	-4.4	-1.5	2.5	1.4	4.0	-2.2
Cc1cc([N+](=O)[O-])ccc1NC(=O)c1sc2ncn(CC(=O)N3CCOCC3)c(=O)c2c1C	20.9	2.5	-13.2	-10.0	0.0	1.1	-3.5	1.8	-3.0
COc1ccc(N2CCN(Cc3cc(=O)oc4cc(-c5ccccc5)c(O)cc34)CC2)cc1	2.3	1.8	-17.9	-2.9	0.5	1.5	-2.1	2.4	12.0
COc1ccccc1NC(=S)N1CCN(Cc2ccc3c(c2)OCO3)CC1	1.5	6.8	-1.4	7.1	1.4	0.9	-3.8	-2.7	2.2
COc1cc(C(=O)Nc2ccc(C)cc2)c2ccccc2n1	0.0	2.5	-1.6	-0.2	0.5	1.2	-5.3	-1.3	-17.1
Cc1ccc(NC(=O)CSc2cccc3cccnc23)c(C)c1	3.2	-4.7	-2.6	0.3	0.3	-0.1	-2.8	-7.3	-1.9
COc1ccc(Nc2nc(Cl)nc(NCc3ccco3)n2)cc1	0.3	0.4	2.4	2.6	-1.9	2.8	-8.0	-3.0	-4.5
Cc1cc(=O)[nH]c(/N=C(\N)Nc2ccc(SC(F)F)cc2)n1	2.7	-2.8	-4.4	10.6	4.1	0.1	-0.3	-3.2	5.5
CCN(CC)S(=O)(=O)c1cc(NC(=O)C2CC(=O)N(Cc3ccccc3)C2)ccc1Cl (stereo unspecified)	-0.3	-5.2	-1.7	8.0	6.1	-0.3	2.0	-6.3	9.2
CC(C)NC(=O)c1cc(-c2cccs2)nc2ccccc12	2.3	-3.1	-5.4	2.7	16.5	-0.5	2.6	-4.3	-17.1
CCN(CC(=O)Nc1ccc(OC)cc1)C(=O)c1cc(S(=O)(=O)N(C)C)ccc1N1CCCC1	9.9	0.3	-22.7	2.6	5.9	-0.9	5.1	-5.0	-20.8
CC(C)(C)OC(=O)N1CCC2(CC1)C(C#N)=C(N)OC1=C2C(=O)CCC1	-8.0	-21.8	21.2	23.6	16.9	1.0	-9.7	-14.1	11.5
COc1ccc(C(=O)COC(=O)Cn2cnc3ccccc3c2=O)c(OC)c1	3.7	2.1	-6.7	-1.3	0.9	-0.8	2.9	5.7	-2.0
CCc1ccccc1NC(=O)CN(C)Cc1nc(N)nc(Nc2ccccc2C)n1	8.8	6.3	-15.0	-0.6	1.8	-1.1	3.8	1.1	-6.7
Cc1ccnn1CCC(=O)N1CCCC(CCC(=O)NCc2ccccc2F)C1 (stereo unspecified)	7.9	0.2	-8.1	5.7	1.9	2.3	-2.7	4.3	-14.7
O=C(CSc1nnc2ccc(-c3cccnc3)nn12)Nc1ccccc1F	6.1	-2.4	-5.1	1.0	1.2	0.3	-0.6	-1.7	-0.6
Cn1c(/C=N/NC(=O)c2ccccc2)nc2ccccc21	5.9	1.6	-16.1	-0.6	2.3	-2.2	-0.1	-5.2	-11.3

Structures shown so far that contain an NH in an aromatic ring, in the order listed:
SMILES	CHRM1 PAM	M4 PAM	M1 antag	CHRM5 antagonist	M4 ag	CRFBP-R2 agonist	M5 ag	CHRM5 PAM	M4 antag
CCCCN(C(=O)CSc1cc(C)c2ccccc2n1)c1c(N)n(Cc2ccccc2)c(=O)[nH]c1=O	14.5	6.7	-15.6	-7.4	-0.2	0.1	-4.5	-0.3	-11.7
Cc1[nH]c2ccccc2c1C(=O)CSC(=S)N1CCN(C)CC1	9.9	-5.2	-6.4	2.3	6.7	0.0	1.2	0.5	2.2
Cc1cc(=O)[nH]c(/N=C(\N)Nc2ccc(SC(F)F)cc2)n1	2.7	-2.8	-4.4	10.6	4.1	0.1	-0.3	-3.2	5.5

(listing goes on)
SMILES	CHRM1 PAM	M4 PAM	M1 antag	CHRM5 antagonist	M4 ag	CRFBP-R2 agonist	M5 ag	CHRM5 PAM	M4 antag
CCOC(=O)c1sc2nccc(N(C)C)c2c1N=CNOCc1ccccc1	-14.6	-5.2	18.8	13.8	-0.7	-1.3	-8.8	-10.7	12.2
O=C(NC(=S)NCCOCc1ccc(Cl)cc1)c1cccnc1	10.4	5.8	-3.1	-7.4	4.4	1.6	1.9	-6.1	-9.4
CC(C)C(C)NC(=O)COC(=O)c1cccc(C(=O)OCC(=O)NC(C)C(C)C)n1 (stereo unspecified)	12.0	5.9	-10.3	-5.3	0.6	-0.4	0.1	2.2	-10.0
CC(/C=C/c1ccc(O)cc1)=NNc1ccccc1	17.2	9.3	-17.0	-0.8	2.1	0.8	4.0	1.5	-8.6
O=C(O)c1ccc(Cl)c(S(=O)(=O)NCc2cccnc2)c1	9.5	8.6	4.9	1.7	0.7	-1.3	3.8	14.0	-12.3
O=C(COC(=O)c1cc(S(=O)(=O)N2CCOCC2)ccc1Cl)Nc1ccc(Cl)cn1	-9.1	-1.6	-4.5	0.6	6.6	-1.2	1.6	-7.1	-10.0
c1ccc(OCCSc2nnnn2C2CCCCC2)cc1	0.9	1.3	-0.6	8.2	1.5	-1.7	-4.0	-5.3	1.3
CC(=O)Nc1nc(N2C(=O)c3ccccc3C2=O)n(-c2ccccc2)n1	-5.2	23.1	12.7	-6.4	1.0	-1.2	1.8	-3.9	8.7
Cc1nnc(SCC(=O)c2cc(C)n(-c3c(C)n(C)n(-c4ccccc4)c3=O)c2C)s1	-2.1	-10.6	-15.9	1.8	1.6	-1.2	-3.3	-6.6	-1.3
N=C(N)CCCOc1ccccc1-c1ccccc1	-5.5	0.1	-1.7	6.2	0.1	0.0	-7.2	-8.2	9.8

Screening results (PubChem)
